GLP1R cytotox: qHTS of GLP-1 Receptor Inverse Agonists: Cytotox Screen. HEK293 cAMP-luciferase reporter cells, luminescence, 24 h. Potency, µM (highest dose often 38.3 µM), for inactives: at the highest dose activity change, negative = inhibition, usual class: inhibitors. 0.13% of 410,000 active. AID 624418, 2012;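 also: loss of luciferase light is scored as toxicity; potency is read from the fitted curve at half-maximal effect; % is scaled to controls: 0 for no effect and ±100 for the full control effect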
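Luminescence readout: signal drop marks cytotoxicity. Plated cells grew 12 h at 37 °C, 5% CO2, received 23 nL compound for 24 h, then got luciferase reagent, read after 12 min at RT.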
TDP43 rescue: qHTS of TDP-43 Inhibitors; TDP-43 expressing yeast growth rescue, BacTiter-Glo, 24 h; Potency, µM (top dose mostly 46.1 µM), for inactives: at the highest dose growth rescue (activation), hits mostly activators; 1.8% of 410,000 active; AID 652104, 2013; also: potency is read from the fitted curve at half-maximal effect; % of control where 0% means no effect; nearly all actives have a fitted effect of over 50% in size
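In this qHTS, compounds that restore growth of yeast expressing TDP-43 appear as activators. Cells (OD600=0.02, galactose medium, raffinose-pregrown) are incubated with compound 24 hr at 30 deg C and growth is quantified by BacTiter-Glo.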
PTHR1 agonist: qHTS for PTHR1 Agonists: Primary Screen. Potency, µM (top dose mostly 115 µM), inactives show at the highest dose activation, usual class: activators. Parathyroid hormone/parathyroid hormone-related peptide receptor (Homo sapiens), Q03431. HEK293 GP2 PTHR1 cells, GloSensor cAMP luminescence, 1 h. AID 743266, 2014. 0.075% of 410,000 active; also: potency is read from the fitted curve at half-maximal effect; nearly all actives have a fitted effect of over 55% in size; some results filed as inactive show a strong effect at the top dose; inactives centre near -15; many of its hits are not listed in these tables
Target sequence (Q03431 whole entry, looked up): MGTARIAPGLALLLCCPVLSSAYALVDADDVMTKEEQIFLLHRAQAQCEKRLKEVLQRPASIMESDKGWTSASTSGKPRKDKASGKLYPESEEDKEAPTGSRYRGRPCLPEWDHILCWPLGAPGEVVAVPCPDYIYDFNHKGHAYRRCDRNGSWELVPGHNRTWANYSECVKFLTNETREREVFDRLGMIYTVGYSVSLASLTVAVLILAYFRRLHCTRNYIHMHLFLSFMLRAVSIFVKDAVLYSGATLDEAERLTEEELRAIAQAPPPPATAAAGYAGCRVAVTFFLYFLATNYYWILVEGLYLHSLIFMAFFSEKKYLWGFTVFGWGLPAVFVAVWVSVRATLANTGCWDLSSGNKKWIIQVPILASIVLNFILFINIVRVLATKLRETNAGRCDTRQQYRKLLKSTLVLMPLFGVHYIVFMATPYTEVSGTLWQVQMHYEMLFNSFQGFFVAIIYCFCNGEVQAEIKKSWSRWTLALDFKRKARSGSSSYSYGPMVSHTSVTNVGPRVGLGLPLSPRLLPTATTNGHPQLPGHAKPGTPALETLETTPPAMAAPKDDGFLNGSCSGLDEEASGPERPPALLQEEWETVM
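HEK-293-derived GP2 cells expressing PTHR1 and a GloSensor cAMP reporter, 3,000/well, plated overnight, given luciferin plus IBMX (each 0.5 mM as added) for 1 h at 37 °C, then compound for 1 h at 37 °C. Luminescence was read after 15 min at room temperature.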
Abeta yeast res: qHTS for compounds that reverse cellular toxicity of Amyloid beta (A-beta) peptide in yeast: Primary Screen; yeast expressing A-beta42, growth rescue, OD600, 48 h; response scale: 0% DMSO, 100% iron-clioquinol control; Potency, µM (series often up to 46.1 µM), inactives show top-dose growth rescue, hits mostly activators; 0.063% of 410,000 active; also: potency is read from the fitted curve at half-maximal effect; nearly all actives have a fitted effect of over 55% in size
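Growth rescue measured by 600 nm absorbance after 48 h yeast culture at 30 C with compound. Values normalized between DMSO and an equimolar ferric chloride plus clioquinol control.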
FUS yeast rescue: qHTS for Suppressors of FUS Proteinopathy: Primary screen using FUS-linked yeast assay | S. cerevisiae FUS-expressing, growth rescue, OD600, 24 h | Potency, µM (doses to about 76.6 µM), for the others: at the highest dose growth rescue (activation), usual class: activators | 0.24% of 390,000 active | AID 1347120, 2019;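 also: potency is read from the fitted curve at half-maximal effect; plate controls were DMSO vehicle for no effect and reference control for full effect; nearly all actives have a fitted effect of over 55% in size; some results filed as inactive show a strong effect at the top dose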
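Restored growth of FUS-toxic S. cerevisiae, read as 600 nm absorbance after 24 h at 30C in galactose medium (starting OD 0.005). Controls CP55940 and DMSO.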
aSyn yeast inh: qHTS of alpha-syn Inhibitors; Potency, µM (top dose mostly 46.1 µM), inactives show top-dose growth rescue (activation), actives largely listed as activators; Yeast expressing alpha-synuclein, growth rescue, BacTiter-Glo, 24 h; AID 652106, 2013; 0.14% of 370,000 active; also: potency is read from the fitted curve at half-maximal effect; % of control where 0% means no effect; nearly all actives have a fitted effect of over 65% in size
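Screening used galactose-induced yeast with toxic alpha-synuclein levels, exposed to compound for 24 hr at 30 deg C. Cell growth, read with BacTiter-Glo luminescence, gave the measured signal.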
GLP-1R inv ag: qHTS of GLP-1 Receptor Inverse Agonists (Inhibition Mode) | Potency, µM (series often up to 38.3 µM), inactives show at the highest dose activity change, negative = inhibition, hits mostly inhibitors | Glucagon-like peptide 1 receptor (Homo sapiens), P43220 | 1.6% of 410,000 active | HEK293 GLP-1R CRE-luciferase, luminescence, 24 h; GLP-1R form is constitutively active; also: potency is read from the fitted curve at half-maximal effect; % is scaled to controls: 0 for no effect and ±100 for the full control effect; nearly all actives have a fitted effect of over 55% in size
Target sequence (P43220 whole entry, looked up): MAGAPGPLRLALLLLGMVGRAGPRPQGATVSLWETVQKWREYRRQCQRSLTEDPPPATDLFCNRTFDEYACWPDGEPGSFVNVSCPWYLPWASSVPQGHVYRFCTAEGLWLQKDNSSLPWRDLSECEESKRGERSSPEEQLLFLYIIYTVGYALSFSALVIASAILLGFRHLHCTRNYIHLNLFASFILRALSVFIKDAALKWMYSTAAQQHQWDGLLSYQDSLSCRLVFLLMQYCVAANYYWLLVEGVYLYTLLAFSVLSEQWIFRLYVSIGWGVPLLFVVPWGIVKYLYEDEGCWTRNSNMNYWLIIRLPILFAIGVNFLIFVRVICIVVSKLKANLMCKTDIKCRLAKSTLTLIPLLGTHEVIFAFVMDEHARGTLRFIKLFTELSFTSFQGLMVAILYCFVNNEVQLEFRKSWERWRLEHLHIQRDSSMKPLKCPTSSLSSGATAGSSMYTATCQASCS
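qHTS in 1536-well format: reporter HEK293 cells expressing constitutive GLP-1R activity in DMEM + 10% Nu serum, 24 hr with compounds at 37 deg C, luminescence read after 12 min with detection reagent.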
Akt phos inh: HTS Assay for Inhibitors of Akt Phophorylation: Primary Screen; Neuro2A IGF-stimulated pAkt S473 HTRF, 20 min; stronger effect = lower value; activity change, % for hits at 50 µM; 0.32% of 360,000 active; in the data active = activity change below about -80%; inconclusive = mostly about -51% to -80%; also: % is scaled to controls: 0 for no effect and ±100 for the full control effect
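Neuro2A cells in DMEM with 0.5% FBS, overnight at 37 deg C, given compound at single 50 µM final, then IGF (6 nM final) for 20 min at 37 deg C. Lysed; phospho-Akt Ser473 by HTRF after 24 h, 665/615 ratio.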
Mm-Cpn inhibitor: Inhibitors of TCP-1 ring complex (TRiC) of Methanococcus maripaludis (MmCpn): qHTS; Chaperonin Mm-Cpn (Methanococcus maripaludis); purified Mm-Cpn ATPase, ADP Transcreener TR-FRET; Potency, µM (series often up to 76.9 µM), for the others: top-dose activity, negative = inhibition, usual class: inhibitors; 0.031% of 330,000 active; AID 504842, 2011; also: potency is read from the fitted curve at half-maximal effect; % is scaled to controls: 0 for no effect and ±100 for the full control effect; nearly all actives have a fitted effect of over 80% in size
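Reaction buffer contained 30 mM Tris pH 7.4, 100 mM KCl, 5 mM MgCl2 and 1 mM DTT. Mm-CPN (25 nM final) hydrolysed 10 uM ATP over 30 min at 37°C; ADP was read by HTRF.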
* = called active by the depositor; [ ] = dose if it differs, or a comment. Unless noted, calls follow the shape of the dose curve; as a rule, active = well fitted curve in the direction sought with a large enough effect; inconclusive = small, poorly fitted or top-dose-only effect, or another doubt; inactive = no such curve, though single readings can be large; an effect the other way counts as inactive or inconclusive.

A first look:
How did COc1ccc(OC)c(C(=O)c2coc3ccc(OCC(=O)O)cc23)c1 do in these assays?
GLP1R cytotox: -8%; TDP43 rescue: 10%; PTHR1 agonist: -5%; Abeta yeast res: -4%; FUS yeast rescue: 0%; aSyn yeast inh: -1%; GLP-1R inv ag: 7%; Akt phos inh: inactive; Mm-Cpn inhibitor: 0%

What do the screens show for `CCOC(=O)C1=NN2C(O)C3(C)CC(C(=O)OCC)=NN3C(O)C2(C)C1` (configuration not stated)?
GLP1R cytotox: -5%; TDP43 rescue: 6%; PTHR1 agonist: inactive; Abeta yeast res: -6%; FUS yeast rescue: -21%; aSyn yeast inh: -3%; GLP-1R inv ag: -8%; Akt phos inh: inactive

The whole of this part, repeating the preview:
How did COc1ccc(OC)c(C(=O)c2coc3ccc(OCC(=O)O)cc23)c1 do in these assays?
GLP1R cytotox: -8%; TDP43 rescue: 10%; PTHR1 agonist: -5%; Abeta yeast res: -4%; FUS yeast rescue: 0%; aSyn yeast inh: -1%; GLP-1R inv ag: 7%; Akt phos inh: inactive; Mm-Cpn inhibitor: 0%

What do the screens show for `CCOC(=O)C1=NN2C(O)C3(C)CC(C(=O)OCC)=NN3C(O)C2(C)C1` (configuration not stated)?
GLP1R cytotox: -5%; TDP43 rescue: 6%; PTHR1 agonist: inactive; Abeta yeast res: -6%; FUS yeast rescue: -21%; aSyn yeast inh: -3%; GLP-1R inv ag: -8%; Akt phos inh: inactive

What do the screens show for `CCNC(=O)COc1ccc(-c2ccccc2)cc1`?
GLP1R cytotox: -6%; TDP43 rescue: inconclusive; PTHR1 agonist: inactive; Abeta yeast res: 0%; FUS yeast rescue: 2%; aSyn yeast inh: -15%; GLP-1R inv ag: 29%; Akt phos inh: inactive; Mm-Cpn inhibitor: 1%

What do the screens show for `O=C1CC[C@H](N2C(=O)c3ccccc3C2=O)C(=O)N1`?
GLP1R cytotox: 4%; TDP43 rescue: 18%; PTHR1 agonist: inactive; Abeta yeast res: -17%; FUS yeast rescue: -10%; aSyn yeast inh: -3%; GLP-1R inv ag: 1%; Akt phos inh: inactive; Mm-Cpn inhibitor: -4%

How did COc1ccc(OC)c(N2C(N)=NC(N)=NC23CCCC3)c1 do in these assays?
GLP1R cytotox: -6%; TDP43 rescue: -5%; PTHR1 agonist: inactive; Abeta yeast res: 3%; FUS yeast rescue: -11%; aSyn yeast inh: 0%; GLP-1R inv ag: 2%; Akt phos inh: inactive; Mm-Cpn inhibitor: 0%

How did Cc1ccc(N2C(=O)CS(=O)(=O)C23C(=O)N(C)c2ccccc23)cc1F (configuration not stated) do in these assays?
GLP1R cytotox: 2%; TDP43 rescue: 6%; PTHR1 agonist: inactive; Abeta yeast res: -6%; FUS yeast rescue: 3%; aSyn yeast inh: -2%; GLP-1R inv ag: 7%

Results for O=[N+]([O-])c1cc(Br)c(O)c(/C=N/Nc2nc3ccccc3s2)c1 ?
GLP1R cytotox: inconclusive; TDP43 rescue: -10%[0.397 µM]; PTHR1 agonist: -63%[inhibitor]; Abeta yeast res: -2%; FUS yeast rescue: 30%; aSyn yeast inh: -7%; GLP-1R inv ag: 4.5µM*; Akt phos inh: inactive; Mm-Cpn inhibitor: -1%

How did COCCN(CC(=O)Nc1cccc(C)c1C)C(=O)Cn1c(=O)cnc2ccccc21 do in these assays?
GLP1R cytotox: -8%; TDP43 rescue: 12%; PTHR1 agonist: inactive; Abeta yeast res: -5%; FUS yeast rescue: -9%; aSyn yeast inh: 0%[1.84 µM]; GLP-1R inv ag: 6%; Akt phos inh: inactive; Mm-Cpn inhibitor: -1%

How did COc1cccc(CNC(=O)CCC2CCCN(Cc3cc4ccccc4o3)C2)c1 (configuration not stated) do in these assays?
GLP1R cytotox: 1%; TDP43 rescue: -11%; PTHR1 agonist: inactive; Abeta yeast res: 9%; FUS yeast rescue: 6%; aSyn yeast inh: 4%; GLP-1R inv ag: 11µM*; Akt phos inh: inactive; Mm-Cpn inhibitor: 1%

How did CC(C)C(=O)Nc1c(C(=O)N2CCN(c3ccccc3F)CC2)oc2ccccc12 do in these assays?
GLP1R cytotox: -22%; TDP43 rescue: inconclusive; PTHR1 agonist: -4%; Abeta yeast res: 12%; FUS yeast rescue: 20%; aSyn yeast inh: -17%; GLP-1R inv ag: inconclusive

Results for N#Cc1cnn2c3c(cnc12)C(=O)N1CCc2ccccc2C1C3 (configuration not stated) ?
TDP43 rescue: -2%; PTHR1 agonist: inactive; Abeta yeast res: -21%; FUS yeast rescue: -11%; aSyn yeast inh: -1%; GLP-1R inv ag: -4%; Akt phos inh: inactive; Mm-Cpn inhibitor: 0%

How did COc1ccc(S(=O)(=O)Nc2ccc3oc4c(c3c2)CCCC4)cc1 do in these assays?
GLP1R cytotox: -13%; TDP43 rescue: 35µM*; PTHR1 agonist: inactive; Abeta yeast res: -1%; FUS yeast rescue: 25%; GLP-1R inv ag: inconclusive

What do the screens show for `Fc1ccccc1N1CCN(CC2CCCCC2)CC1`?
GLP1R cytotox: 10%; TDP43 rescue: -13%; PTHR1 agonist: 50%; Abeta yeast res: -8%; FUS yeast rescue: -14%; aSyn yeast inh: -5%; GLP-1R inv ag: 2%; Akt phos inh: inactive; Mm-Cpn inhibitor: 0%

How did CCOC(=O)C1CCCN(C(=O)CCn2nc(-c3ccccc3)ccc2=O)C1 (configuration not stated) do in these assays?
GLP1R cytotox: -5%; TDP43 rescue: -20%; PTHR1 agonist: -25%; Abeta yeast res: 7%; aSyn yeast inh: -24%; GLP-1R inv ag: -7%; Akt phos inh: inactive; Mm-Cpn inhibitor: 1%

Results for Cc1[nH]c(=S)c(C#N)c(C)c1Cc1ccc(Cl)cc1Cl ?
GLP1R cytotox: 0%; TDP43 rescue: inconclusive; PTHR1 agonist: inactive; Abeta yeast res: 13%; FUS yeast rescue: 24%; aSyn yeast inh: 0%; GLP-1R inv ag: -9%; Akt phos inh: inactive; Mm-Cpn inhibitor: -24%

Results for CC(=O)Nc1ccc(CN2CCC(N3CCC(C(=O)NC4CC4)CC3)CC2)cc1 ?
GLP1R cytotox: -16%; TDP43 rescue: 4%; PTHR1 agonist: inactive; Abeta yeast res: -4%; FUS yeast rescue: -18%; aSyn yeast inh: -2%; GLP-1R inv ag: 5%; Akt phos inh: inactive

Results for CCCOc1ccc(-c2nnc(N)s2)cc1 ?
GLP1R cytotox: -10%; TDP43 rescue: inconclusive; PTHR1 agonist: inactive; Abeta yeast res: -9%; FUS yeast rescue: 5%; aSyn yeast inh: 3%; GLP-1R inv ag: 39%[activator]; Akt phos inh: inactive; Mm-Cpn inhibitor: -2%

Results for CCN(CC)c1c2c(c(C#N)c3nc4ccccc4n13)CCC2 ?
GLP1R cytotox: 81%[activator]; TDP43 rescue: inconclusive; PTHR1 agonist: 2%[57.5 µM]; Abeta yeast res: 18%; FUS yeast rescue: 19%; aSyn yeast inh: 3%; GLP-1R inv ag: 0%; Akt phos inh: inactive; Mm-Cpn inhibitor: 0%

How did Cc1ccc(Nc2nc(N)nc(CSCCO)n2)cc1 do in these assays?
GLP1R cytotox: -6%; TDP43 rescue: -6%; PTHR1 agonist: -15%[57.5 µM]; Abeta yeast res: -4%; FUS yeast rescue: 22%; aSyn yeast inh: -8%; GLP-1R inv ag: 12%; Akt phos inh: inactive; Mm-Cpn inhibitor: 1%

Results for CCOc1ccc(NC(=O)Cn2c(=O)n(CCC(=O)NCCc3ccccc3)c(=O)c3ccccc32)cc1 ?
GLP1R cytotox: -1%; TDP43 rescue: 7%; PTHR1 agonist: inactive; Abeta yeast res: -16%; FUS yeast rescue: 1%; GLP-1R inv ag: 2%

What do the screens show for `COc1ccc(CN2C(=O)c3ccccc3C2C(=O)NC2CCC(C)CC2)c(OC)c1` (configuration not stated)?
GLP1R cytotox: -3%; TDP43 rescue: 2%; PTHR1 agonist: -24%; Abeta yeast res: 20%; FUS yeast rescue: 3%; aSyn yeast inh: -2%; GLP-1R inv ag: 0%; Akt phos inh: inactive; Mm-Cpn inhibitor: 2%

Results for CC(C(=O)N(C)C1CCS(=O)(=O)C1)N1C(=O)/C(=C/c2ccco2)SC1=S (configuration not stated) ?
GLP1R cytotox: inconclusive; TDP43 rescue: 3%; PTHR1 agonist: -11%; Abeta yeast res: 16%; FUS yeast rescue: 39%; aSyn yeast inh: 6%; GLP-1R inv ag: inconclusive; Akt phos inh: inactive; Mm-Cpn inhibitor: -1%

How did C/C(=N\NC(=O)c1csc2ccccc12)c1ccc(O)cc1 do in these assays?
GLP1R cytotox: 2%; TDP43 rescue: 16%; PTHR1 agonist: inactive; Abeta yeast res: -1%[9.22 µM]; FUS yeast rescue: -40%; aSyn yeast inh: -2%; GLP-1R inv ag: -7%; Akt phos inh: inactive; Mm-Cpn inhibitor: 2%

Results for C/C=N/NC(=O)CCCC(=O)N/N=C/C ?
GLP1R cytotox: 4%; TDP43 rescue: 22%; PTHR1 agonist: inactive; Abeta yeast res: -9%; FUS yeast rescue: -8%; aSyn yeast inh: -9%; GLP-1R inv ag: 11%; Akt phos inh: inactive; Mm-Cpn inhibitor: 1%

These rows are one share of the data (hit frequency here may not be typical).
